KinaseGlo FLuc: Kinase-Glo luciferase inhibition (counter-screen). Q27757. Kinase-Glo luciferase, ATP luminescence, 8 min. Potency, µM (titrated, usually from 38.3 µM), for inactives: at the highest dose activity change, negative = inhibition, most hits filed as inhibitors. 200,000 tested, 0.28% active; further: potency means the concentration at half of the fitted maximal effect; on the % scale 0 is the no-effect control and ±100 the full control effect; nearly all actives have a fitted effect of over 60% in size
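Light output from Kinase-Glo luciferase with luciferin and 10 uM ATP in 50 mM imidazole pH 7.2, KCl, MgCl2, Tween 20, BSA; compound pin-delivered, 8-min ambient incubation, then luminescence read.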
HttQ103 aggreg: reduces HttQ103-GFP aggregates in PC12 cells; PC12 HttQ103-GFP aggregates, Acumen cytometry, 40 h; Potency, µM (highest dose often 46.1 µM), without a hit: at the highest dose activity change, negative = inhibition, most hits filed as inhibitors; 220,000 tested, 1.1% active; further: potency means the concentration at half of the fitted maximal effect; on the % scale 0 is the no-effect control and ±100 the full control effect; nearly all actives have a fitted effect of over 60% in size
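PC12/HTTQ103-GFP, ecdysone-inducible; teb 100 nM; cpd qHTS titration; GFP aggregates read on laser cytometer, Ex 488/Em 500-530 nm.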
SMN2 splice up: increases expression of the SMN2 splice variant. 210,000 tested, 2.8% active. HEK293 SMN2-luciferase splicing reporter, luminescence, 30-36 h. Potency, µM (doses to about 46.1 µM), for the others: at the highest dose activity change, positive = activation, usual class: activators. AID 1458; further: potency means the concentration at half of the fitted maximal effect; % of control where 0% means no effect; nearly all actives have a fitted effect of over 55% in size
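HEK293 cells carry an SMN2 minigene-luciferase reporter in which exon 7 inclusion puts luciferase in frame. Cells were seeded at 2000 cells/well, attached for 10-12 hours, then exposed to compounds for 30-36 hours at 37C before ONE-Glo luminescence.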
IMPase Li cell: IMPase inhibition in cells with lithium potentiation | CHO-M1 cells, IP1 TR-FRET (IP-One), carbachol + lithium | Potency, µM (titrated, usually from 59.4 µM), inactives show top-dose activity, negative = IMPase inhibition, actives largely listed as inhibitors | 210,000 tested, 0.35% active | AID 1457;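 further: IP1 builds up when IMPase is blocked and the TR-FRET signal falls; potency means the concentration at half of the fitted maximal effect; plate controls were basal vehicle for no effect and high inhibitor control for full effect; nearly all actives have a fitted effect of over 50% in size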
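CHO-M1, 2000 cells/well, 16–30 h culture; cpd + low Li+, 30 min 37C; lysis with d2-IP1/Eu-anti-IP1 Ab, 10 min RT; TR-FRET 665/620 ratio and 620 channel; AC50 via Hill.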
CBFb RUNX1 block: blocks binding between human CBF-beta and RUNX1 | Q01196+Q13951 | AlphaScreen CBFb-His/RUNX1-biotin binding, biochemical | Potency, µM (series often up to 59.8 µM), without a hit: at the highest dose activity, negative = inhibition, usual class: inhibitors | 230,000 tested, under 10 active | AID 1477; further: % of control where 0% means no effect
Target sequence (Q01196 whole entry, looked up): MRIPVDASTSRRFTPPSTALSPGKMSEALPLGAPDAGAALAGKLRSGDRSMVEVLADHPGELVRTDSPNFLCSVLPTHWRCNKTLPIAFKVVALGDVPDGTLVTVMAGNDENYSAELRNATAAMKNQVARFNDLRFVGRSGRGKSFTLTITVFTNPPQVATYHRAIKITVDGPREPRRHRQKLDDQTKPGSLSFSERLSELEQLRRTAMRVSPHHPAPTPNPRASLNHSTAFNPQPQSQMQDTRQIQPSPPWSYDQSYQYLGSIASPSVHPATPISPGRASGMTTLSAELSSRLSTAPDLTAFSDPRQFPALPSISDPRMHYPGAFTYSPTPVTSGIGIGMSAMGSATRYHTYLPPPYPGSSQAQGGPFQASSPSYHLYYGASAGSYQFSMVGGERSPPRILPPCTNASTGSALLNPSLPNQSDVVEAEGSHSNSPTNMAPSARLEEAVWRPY
Target sequence (Q13951 whole entry, looked up): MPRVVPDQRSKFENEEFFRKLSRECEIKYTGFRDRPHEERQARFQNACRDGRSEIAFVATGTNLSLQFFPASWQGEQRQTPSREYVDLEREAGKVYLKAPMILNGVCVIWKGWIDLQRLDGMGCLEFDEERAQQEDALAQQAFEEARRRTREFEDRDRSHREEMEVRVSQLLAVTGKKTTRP
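His-tagged CBF-beta and biotinylated RUNX1 (30 nM each) were premixed 20 min at room temperature, exposed to compound for 15 min, then given nickel-chelate and streptavidin AlphaScreen beads (50 ng each). After 90 min, AlphaScreen signal was read.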
Lamin A splicing: LMNA splicing modulation | AID 1487 | HeLa LMNA splicing GFP/RFP minigene ratio, 48 h | 200,000 tested, 0.01% active | Potency, µM (series often up to 46.1 µM), inactives show top-dose ratio change, negative = inhibition, most hits filed as inhibitors; active means well fitted inhibition curve with a large enough effect in the signal ratio, with a control signal flat, not every such curve was filed as active; inconclusive means small, poorly fitted or top-dose-only effect, or effect the other way, or a change in a side signal; the % refers to the signal ratio; further: potency means the concentration at half of the fitted maximal effect; on the % scale 0 is the no-effect control and ±100 the full control effect
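S3 HeLa stable clones carrying a lamin A-EGFP splicing minigene plus DsRed2 were seeded at 600 cells/well in Opti-MEM with 2% FBS, pin-dosed and incubated 48 h at 37°C. Acumen cytometry (488 nm) gave the GFP/RFP total-intensity ratio.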
HTT cytoprotect: Huntington cell model cytoprotection by ATP luminescence | PC12 HTT-Q103 induced, cytoprotection, ATP luminescence, 40 h | Potency, µM (titrated, usually from 56.4 µM), for the others: cytoprotection (ATP increase), usual class: activators | 230,000 tested, 0.14% active | AID 1471;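 further: potency means the concentration at half of the fitted maximal effect; % of control where 0% means no effect; nearly all actives have a fitted effect of over 45% in size; toxic huntingtin expression switched on by the ecdysone agonist tebufenozide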
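Stable PC12 Q103-GFP cells in serum-supplemented, phenol red-free DMEM; induction by tebufenozide at 100 nM final; compound dose series; cell viability quantified luminescently from ATP.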
Starred values were filed as active, the others as inactive; ? = inconclusive; . = not tested or not shown; [ ] = dose if it differs, or a comment. Unless noted, the call rests on the fitted dose curve; in most records, active means well fitted curve in the direction sought with a large enough effect; inconclusive means small, poorly fitted or top-dose-only effect, or another doubt; inactive means no such curve, though single readings can be large; an effect the other way counts as inactive or inconclusive. Rows were taken by chance; overall some 4% were active at least once.

SMILES | KinaseGlo FLuc | HttQ103 aggreg | SMN2 splice up | IMPase Li cell | CBFb RUNX1 block | Lamin A splicing | HTT cytoprotect
CCOc1ccc(CSCCNC(=S)Nc2ccc(OC)cc2)cc1 | . | 11%[9.22 µM] | . | . | -14% | . | 2%[10 µM]
COc1ccccc1CNc1ncnc2ccc(-c3cccnc3)cc12 | 3% | . | -15% | 3% | . | ? | -71%[inhibitor]
CCOC(=O)Cn1c(C)cc(COC)c(C#N)c1=O | -1% | 8%[9.22 µM] | . | -1% | 11% | 10%[46 µM] | 20%[10 µM]
Cc1onc(-c2ccccc2Cl)c1C(=O)Nc1ccc(-c2nnc3n2CCCCC3)cc1 | 0% | -16% | 9% | 9%[38.3 µM] | -5% | 8% | -6%
COc1cc(NC(=O)c2cc(C)on2)cc(OC)c1OC | -3% | 10% | -27% | -6%[38.3 µM] | -4% | -5% | -17%
Cn1c(SCC(=O)O)nnc1-c1cccc(NC(=O)c2cccc3ccccc23)c1 | . | -2%[9.22 µM] | . | . | 11% | . | -2%[10 µM]
CCCNS(=O)(=O)c1ccc(OCC(=O)NCCC2=CCCCC2)cc1 | -2% | 4% | -19% | 17%[38.3 µM] | -4% | 0% | -6%
CC(=O)O[C@@H](C)C#C[Si](C)(C)c1ccccc1 | -4% | . | 13% | 5% | -14% | . | 21%
Cc1cc(C(=O)Nc2nc(C)c(C(=O)N(C)C)s2)ccc1[N+](=O)[O-] | -4% | 3% | 1.8µM* | 1% | 7% | -3% | 9%[10 µM]
O=C(c1cnccn1)N1CCC2(CCCN(Cc3nccs3)C2)CC1 | -4% | . | -1% | 9% | . | . | 22%
CN(C)c1ccnc(Oc2ccccc2)c1C#N | 1% | 1% | -10% | ? | -4% | -12% | -2%
CC(C(=O)Nc1sccc1C(N)=O)N1C(=O)C2CC=CCC2C1=O (configuration not stated) | -4% | -5% | 4% | 5%[38.3 µM] | 2% | 6% | 10%[10 µM]
C=CCn1c(CCNC(=O)c2cccs2)nnc1SCC(=O)c1cccc([N+](=O)[O-])c1 | -3% | 6% | -10% | 66%[activator][38.3 µM] | -2% | -5% | -3%
CCN(CC)S(=O)(=O)c1cccc2cccnc12 | -3% | -14% | 4% | -5%[38.3 µM] | -1% | 6% | 18%
CSc1nc2c(c(=O)n1-c1ccccc1)SCC2 | 0% | -20% | -11% | 29%[38.3 µM] | 8% | 15% | 24%
CC1(C)NC(=O)N(CCOc2ccc3c(c2)CCC3)C1=O | -2% | -2% | -6% | -3%[38.3 µM] | 3% | 18% | 18%
CN(Cc1cc2cc(F)ccc2[nH]1)Cc1nc(-c2cnccn2)no1 | . | -12% | . | . | -2% | . | -35%[inhibitor]
CN(C)S(=O)(=O)Oc1ccc(C(=O)Nc2ccc([N+](=O)[O-])cc2)cc1 | 1% | 9% | -39%[inhibitor] | -6% | 5% | ? | -38%[inhibitor]
O=C(NC(=O)N1CCOCC1)c1ccccc1 | -9% | -8% | -3% | 0% | 4% | ? | 42%[10 µM]
O=C(CCCC(=O)N1CCN(c2ccccc2F)CC1)N1CCN(c2ccccc2F)CC1 | 1% | -21% | -22% | 10%[38.3 µM] | 0% | ? | -11%
O=C(CCCc1nc2ccccc2s1)Nc1ccc(N2CCOCC2)cc1 | 2% | 25% | -2% | 4% | -9% | . | .
COc1ccc2oc(C(=O)OCc3c(C)noc3C)c(C)c2c1 | -1% | -6% | -41%[inhibitor] | 19% | 5% | . | -1%[10 µM]
CCCOc1ccc(/C(O)=C2/C(=O)C(=O)N(CCN(C)C)C2c2ccc(O)c(OC)c2)cc1 (configuration not stated) | . | 4% | . | . | 4% | -2% | -4%
CN(C)/C=N/c1nc2nccc(-c3cccc(Cl)c3)n2n1 | -5% | 8% | ? | -8% | 4% | -1%[9.22 µM] | -51%[inhibitor]
COc1ccc(C(C)=O)cc1Cn1nc(C)c([N+](=O)[O-])c1C | -3% | -1% | -14% | -2% | 15% | 3%[46 µM] | 11%[10 µM]
CC1=C(C(=O)OCC(C)C)C(c2ccc(Br)s2)NC(=O)N1 (configuration not stated) | -1% | -9% | -9% | 4% | 12% | 3%[46 µM] | -6%
Cc1ccc(C23CC4CC(CC(C(=O)N5CCOCC5)(C4)C2)C3)cc1 | 5% | 1%[9.22 µM] | -36%[inhibitor] | 33%[activator][38.3 µM] | -2% | -10% | 9%
CCC(Sc1nncn1C)C(=O)Nc1ccccc1OC (configuration not stated) | -3% | 6% | 20% | 7%[38.3 µM] | 14% | 3% | 14µM*
Cc1cc(N2CCOCC2)nc2ccc(NC(=S)N3CCN(c4ccccc4)CC3)cc12 | 2% | 14% | -45% | 2% | 1% | 0%[9.22 µM] | -61%[inhibitor]
Fc1ccc(OCc2nc(-c3ccc(Br)o3)no2)c(F)c1 | -4% | -4% | -2% | -3%[38.3 µM] | 15% | 6% | 13%
CCN(CC)C(=O)CN(C#N)c1nc(C)cc(C)n1 | 0% | 2% | 7% | -4% | 3% | -17% | -17%[10 µM]
COc1ccc(N2CCN(CCCNC(=O)CN3CCN(Cc4ccccc4C)C3=O)CC2)cc1 | 3% | -13% | -62%[inhibitor] | 2% | -17% | ? | -6%[10 µM]
CC(C)n1nc(C(=O)Nc2ccccc2N2CCOCC2)c2ccccc2c1=O | -2% | -3% | -14% | 1% | -1% | ? | .
CCn1c2ccccc2c2cc(NC(=O)c3ccc(Br)o3)ccc21 | -2% | 15% | -13% | 21%[38.3 µM] | ? | -3% | -4%
Cc1ccc(/C(O)=C2\C(=O)C(=O)N(CC(C)O)C2c2ccccn2)cc1 (configuration not stated) | -1% | -22%[9.22 µM] | . | 6% | 2% | . | 13%[10 µM]
CCCCCOC(=O)Cn1c(N2CCCCCC2)nc2c1c(=O)[nH]c(=O)n2C | 0% | 7% | -4% | 10%[38.3 µM] | -4% | ? | 7%
COc1ccc2[nH]cc(CCNc3cc(-c4cccnc4)ncn3)c2c1 | . | . | . | -5% | . | 3% | -33%[inhibitor]
CCOC(=O)c1cnc(SCC(=O)Nc2ccc(N3CCOCC3)c(Cl)c2)nc1N | -2% | -11% | -16% | -1%[38.3 µM] | 0% | -5% | 2%
CCN1CCN(C(c2ccccn2)c2c(NC(=O)c3ccccc3)sc(C)c2C)CC1 (configuration not stated) | 0% | -11% | -10% | 4%[38.3 µM] | -1% | -15% | -11%
O=C(O)C(Cc1c[nH]c2ccccc12)NS(=O)(=O)c1ccc(Cl)cc1 (configuration not stated) | 9% | 9% | -7% | 1% | 5% | -7%[46 µM] | -33%[inhibitor]

Part of the list above, in markdown.
| Compound | KinaseGlo FLuc | HttQ103 aggreg | SMN2 splice up | IMPase Li cell | CBFb RUNX1 block | Lamin A splicing | HTT cytoprotect |
| --- | --- | --- | --- | --- | --- | --- | --- |
| Cc1ccc(/C(O)=C2\C(=O)C(=O)N(CC(C)O)C2c2ccccn2)cc1 (configuration not stated) | -1% | -22%[9.22 µM] | . | 6% | 2% | . | 13%[10 µM] |
| O=C(O)C(Cc1c[nH]c2ccccc12)NS(=O)(=O)c1ccc(Cl)cc1 (configuration not stated) | 9% | 9% | -7% | 1% | 5% | -7%[46 µM] | -33%[inhibitor] |
| COc1ccc2[nH]cc(CCNc3cc(-c4cccnc4)ncn3)c2c1 | . | . | . | -5% | . | 3% | -33%[inhibitor] |

The results go on:
SMILES | KinaseGlo FLuc | HttQ103 aggreg | SMN2 splice up | IMPase Li cell | CBFb RUNX1 block | Lamin A splicing | HTT cytoprotect
Cc1nnc(Sc2cc(C(=O)NC3CC3)c3ccccc3n2)s1 | . | -18%[9.22 µM] | . | . | 14% | . | 0%[10 µM]
C=CCn1c(N)c(C(=O)NCCC2=CCCCC2)sc1=S | 4% | 4% | 13µM* | -5% | -10% | -12% | 12%[10 µM]
N#Cc1nc(Cc2ccccc2)oc1N1CCN(c2ccccc2)CC1 | -7% | -12% | -10% | 15%[38.3 µM] | ? | ? | -18%[0.074 µM]
Cc1cc2nc(C)c(Cc3ccccc3)c(=O)n2[nH]1 | -5% | -14% | -15% | -5%[38.3 µM] | 5% | 0% | -7%
O=C(NCCCn1ccnc1)/C(=C\c1cccs1)NC(=O)c1ccco1 | -3% | 11% | ? | -1% | 17% | -8% | 8%[10 µM]
O=C(/C=C/c1cc([N+](=O)[O-])ccc1OC(F)F)Nc1ccc(OC(F)F)cc1 | 3% | ? | 6% | -7% | 5% | -15%[46 µM] | -39%[inhibitor]
Cc1ccc(N2C(=O)C(Cc3ccccc3)NC2=S)cc1 (configuration not stated) | 4% | 8% | 22% | -5% | 8% | -1% | 4%[10 µM]
CNC(=O)c1c(Br)cnn1-c1ccc(C)cc1 | -8% | -11% | . | 1% | 8% | . | -40%[inhibitor]
C=CCn1c(COc2cccc3ccc(C)nc23)nnc1SCC(=O)O | 1% | 5% | 11% | -6%[38.3 µM] | -5% | -5% | 1%[0.074 µM]
O=C(O)c1ccc(Cl)c2c1C1C=CCC1C(c1ccccn1)N2 (configuration not stated) | -16% | -7% | -17% | ? | . | 2% | -3%
O=C1Nc2ccc([N+](=O)[O-])cc2OC1CCN1CCN(Cc2ccc3c(c2)OCO3)CC1 (configuration not stated) | 2% | 2% | -9% | 4% | -6% | . | -50%[inhibitor]
Cn1c(CSc2ncccn2)nnc1SCC(=O)N1CCCCC1 | -6% | -1% | -4% | -6%[38.3 µM] | -2% | -6% | -8%[10 µM]
CCC(=O)Nc1ccc(Nc2nc(C)c([N+](=O)[O-])c(Nc3ccc(NC(=O)CC)cc3)n2)cc1 | 0% | -16% | 6% | 11% | ? | ? | 16%[10 µM]
COc1ccccc1NC(=S)N(CCCN1CCOCC1)Cc1cn(C)c2ccccc12 | 1% | ? | -8% | 11% | -6% | ? | 13%[10 µM]
C=CCn1c(-c2ccc(OC)c(OC)c2)cs/c1=N\c1ccccn1 | -2% | -13% | -41%[inhibitor] | 8% | -11% | ? | 28%[10 µM]
C=C(C)CSc1nc(N)c(C#N)c(-c2ccc(C)cc2)c1C#N | -4% | -11% | 2% | -26%[38.3 µM] | 4% | 2% | -3%
CC(C(=O)c1ccccc1)n1cnc2ccccc2c1=O (configuration not stated) | 3% | -18% | 7% | 10%[38.3 µM] | 12% | -10% | 6%[0.074 µM]
Cc1cc(C)c2nc(N3CCCN(C(=O)c4cnccn4)CC3)c(C#N)cc2c1 | . | ? | . | . | 2% | 4% | -26%[10 µM]
CCCCN(CCCC)CCNC(=O)CSCc1ccc(C)cc1 | 1% | 3% | -17% | 14% | -10% | ? | -14%[10 µM]

Bioassay records as filed in PubChem.
